rTrxR1 inhibitor = rat TrxR1 inhibition. recombinant rTrxR1, NADPH fluorescence consumption, selenite substrate. AID 588453. hit rate 1% among 390,000. Potency, µM (doses to about 114 µM), for inactives: top-dose activity change, negative = inhibition, hits mostly inhibitors. O89049; also: % is scaled to controls: 0 for no effect and ±100 for the full control effect; nearly all actives have a fitted effect of over 65% in size
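Rat TrxR1 (90 nM in the dispensed reagent) was pre-reduced with 400 uM NADPH for 5 min at room temperature, then incubated with compound for 15 min. After 400 uM selenite was added, NADPH fluorescence (Ex 340/Em 450 nm) was followed for 8 min.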
GLS inhibitor = inhibitors of human glutaminase (GLS). O94925. GLS enzymatic activity, qHTS titration. Potency, µM (titrated, usually from 45.5 µM), without a hit: top-dose activity change, negative = inhibition, hits mostly inhibitors. hit rate 0.21% among 410,000. AID 624170; also: % is scaled to controls: 0 for no effect and ±100 for the full control effect
Target sequence (O94925 whole entry, looked up): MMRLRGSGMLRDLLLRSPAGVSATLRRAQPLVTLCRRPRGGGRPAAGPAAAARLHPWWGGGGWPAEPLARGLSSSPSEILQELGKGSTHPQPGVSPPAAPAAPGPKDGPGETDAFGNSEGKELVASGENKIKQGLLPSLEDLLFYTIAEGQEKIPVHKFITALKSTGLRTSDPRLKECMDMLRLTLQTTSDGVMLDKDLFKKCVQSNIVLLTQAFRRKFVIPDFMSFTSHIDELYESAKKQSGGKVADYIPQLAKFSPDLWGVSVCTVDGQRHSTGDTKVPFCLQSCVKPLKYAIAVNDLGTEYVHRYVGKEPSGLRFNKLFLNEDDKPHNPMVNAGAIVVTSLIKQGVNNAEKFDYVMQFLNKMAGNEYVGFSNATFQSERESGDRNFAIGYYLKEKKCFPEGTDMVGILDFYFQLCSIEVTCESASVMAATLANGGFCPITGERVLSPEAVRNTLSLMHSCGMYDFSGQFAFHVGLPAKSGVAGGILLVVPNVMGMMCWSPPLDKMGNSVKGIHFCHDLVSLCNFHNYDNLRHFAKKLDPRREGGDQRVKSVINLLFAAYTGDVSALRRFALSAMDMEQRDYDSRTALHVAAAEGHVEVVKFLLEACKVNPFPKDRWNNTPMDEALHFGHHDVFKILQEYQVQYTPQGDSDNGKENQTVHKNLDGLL
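Two-point fluorescence kinetic (t0, 30 min RT) for hKGA; glutamate detected via glutamate oxidase–HRP–Amplex Red. Substrate: 1 mM L-glutamine solution; buffer 45 mM KH2PO4, pH 8.2.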
PGK inhibitor = inhibitors of T. brucei phosphoglycerate kinase; P07378; PGK/GAPDH coupled, Kinase-Glo luminescence, 60 min; Potency, µM (titrated, usually from 57.5 µM), for the others: top-dose activity change, negative = inhibition, most hits filed as inhibitors; hit rate 0.043% among 380,000; AID 602233; also: % is scaled to controls: 0 for no effect and ±100 for the full control effect; nearly all actives have a fitted effect of over 60% in size
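Recombinant glycosomal PGK reaction used 1,3-bisphosphoglycerate generated in-well by GAPDH (100nM final) in 100mM TEA pH 7.6, 5mM MgCl2, 0.01% Tween-20. After 60 minutes at room temperature, ATP was read by Kinase-Glo Plus luminescence end-point.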
Pin1 inh = blocks the human prolyl isomerase Pin1. Q13526. Pin1 FP peptide displacement, HiFluor488, 10 min. Potency, µM (titrated, usually from 115 µM), inactives show at the top dose activity, negative = inhibition, usual class: inhibitors. hit rate 0.009% among 390,000. AID 504891; active = well fitted inhibition curve with a large enough effect in the polarisation, with a control signal flat, not every such curve was filed as active; inconclusive = small, poorly fitted or top-dose-only effect, or effect the other way, or a change in a side signal; inactive = no such curve, though single readings can be large or run the other way; the % refers to the polarisation; also: % is scaled to controls: 0 for no effect and ±100 for the full control effect
Target sequence (Q13526 whole entry, looked up): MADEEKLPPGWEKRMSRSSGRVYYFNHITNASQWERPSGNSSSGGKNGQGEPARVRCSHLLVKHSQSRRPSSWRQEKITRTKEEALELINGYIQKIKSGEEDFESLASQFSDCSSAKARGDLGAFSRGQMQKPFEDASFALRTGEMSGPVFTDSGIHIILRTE
12-LOX inh = blocks human arachidonate 12S-lipoxygenase. hit rate 1.1% among 580,000. Potency, µM (highest dose often 108 µM), inactives show at the highest dose activity change, negative = inhibition, hits mostly inhibitors. purified 12hLO, xylenol orange hydroperoxide absorbance. P18054; also: % is scaled to controls: 0 for no effect and ±100 for the full control effect
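Purified human 12hLO at 150 nM in 25 mM Hepes, 0.01% Triton X-100, pH 7.0, preincubated 15 min at room temperature with compound. Reaction started with 40 uM arachidonic acid, 30 min at room temperature. Hydroperoxide measured by Fe-xylenol orange, 573/405 nm absorbance ratio.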
HP1b chromo inh = HP1-beta chromodomain-methylated histone interaction inhibition. AlphaScreen HP1-beta / biotin-H3K9me3 peptide binding. Potency, µM (highest dose often 114 µM), without a hit: at the top dose activity change, negative = inhibition, most hits filed as inhibitors. AID 540317. hit rate 0.56% among 390,000; also: nearly all actives have a fitted effect of over 70% in size; inactives centre near 23
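AlphaScreen: HP1-beta (50 nM) preformed 30 min with biotin-H3(1-18)K9me3 peptide (50 nM) in PBS pH 7.4, 0.01% Tween-20. Compound added for 30 min at RT, then streptavidin donor/nickel chelate acceptor beads (10 ug/mL) for 30 min.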
ERG Ets-DNA blk = ERG Ets/DNA interaction inhibition. P11308. fluorescence polarization, His-ERG Ets domain / labelled DNA. Potency, µM (highest dose often 76.9 µM), for the others: at the highest dose FP activity, negative = inhibition, actives largely listed as inhibitors. hit rate 0.028% among 370,000. AID 624246; active = well fitted inhibition curve with a large enough effect in the polarisation, with a control signal flat; inconclusive = small, poorly fitted or top-dose-only effect, or effect the other way, or a change in a side signal; inactive = no such curve, though single readings can be large or run the other way; the % refers to the polarisation;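 also: polarization taken with two DNA probes labelled with fluorescein and Texas red; % of control where 0% means no effect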
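His-tagged ERG Ets domain (1 uM in the protein solution; 300mM KCl, 50mM Tris-HCl, 1mM EDTA, 1mM DTT, pH 7.5) received compound, then a probe mix of 5 nM fluorescein-DNA and 100nM Texas-615-DNA. Fluorescence polarization was read for both dyes.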
RGS4 inh = human RGS4 inhibition; P49798; hit rate 0.039% among 390,000; Transcreener GDP fluorescence polarization, RGS4-accelerated GTP hydrolysis; AID 504845; Potency, µM (titrated, usually from 114 µM), without a hit: at the top dose activity change, negative = inhibition, actives largely listed as inhibitors; also: % is scaled to controls: 0 for no effect and ±100 for the full control effect; nearly all actives have a fitted effect of over 75% in size; some results filed as inactive show a strong effect at the top dose
Target sequence (P49798 whole entry, looked up): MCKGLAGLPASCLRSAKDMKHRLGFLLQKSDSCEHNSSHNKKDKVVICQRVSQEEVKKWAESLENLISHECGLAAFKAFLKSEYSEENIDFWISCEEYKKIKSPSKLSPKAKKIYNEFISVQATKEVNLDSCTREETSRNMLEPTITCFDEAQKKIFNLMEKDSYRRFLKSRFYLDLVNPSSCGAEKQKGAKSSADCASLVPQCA
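MLSMR compounds (23 nl, pin-transferred) preincubated 10 min at room temperature with a 500nM (2x) first reagent, then RGS4 at 900nM (2x) plus Transcreener GDP mix added; fluorescence polarization (620/688 nm) read before and after 90 min at 30 °C.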
JMJD2A Tudor inh = JMJD2A Tudor domain (human) inhibition; O75164; AlphaScreen JMJD2A-Tudor / H3K4me3 peptide binding; Potency, µM (top dose mostly 114 µM), without a hit: at the highest dose activity change, negative = inhibition, most hits filed as inhibitors; hit rate 4.4% among 390,000; AID 504339; also: % is scaled to controls: 0 for no effect and ±100 for the full control effect; nearly all actives have a fitted effect of over 50% in size
* = called active by the depositor; i = inactive; ? = inconclusive; . = no result given; & = joins results of further samples; [ ] = remark or other dose. Unless noted, calls follow the shape of the dose curve; as a rule, active = well fitted curve in the direction sought with a large enough effect; inconclusive = small, poorly fitted or top-dose-only effect, or another doubt; inactive = no such curve, though single readings can be large; an effect the other way counts as inactive or inconclusive. Potency is read from the fitted curve at half-maximal effect. An excerpt; count on the stated rates, not on these rows.

SMILES	rTrxR1 inhibitor	GLS inhibitor	PGK inhibitor	Pin1 inh	12-LOX inh	HP1b chromo inh	ERG Ets-DNA blk	RGS4 inh	JMJD2A Tudor inh
CN(CC(O)CN1CCOCC1)S(=O)(=O)O (stereo unspecified)	5%	2%&-4%	-13%	-5%&5%	-6%&0%	31%&-4%	-8%&-2%	-25%&-8%	-7%&-11%
CC(C)(C)OC(=O)COc1cc(F)ccc1[N+](=O)[O-]	14%	0%	6%	-4%	13%	29%	-12%	9%	-4%
Cc1ccnc(SCC(=O)c2cccc([N+](=O)[O-])c2)n1	-14%[11.4 µM]	-4%	1%	7%	?	32%	-5%	-6%	-6%
Cc1nn(CCC(=O)Nc2cccc(C#N)c2)c(C)c1S(=O)(=O)N1CCC(C)CC1	9%[57.1 µM]	8%	7%	-9%	-13%	37%	3%	19%	4%
COc1cc(OC)cc(C(=O)N(CN2CCCC2=O)c2ccccc2OC)c1	-10%	.	5%	-11%	16%	39%[activator]	-9%	21%	12%
O=c1c2ccccc2nc(COc2ccccc2)n1/N=C/c1ccc(O)c(O)c1	8%	23%	-5%	6%	3.5µM*	-17%	9%	-17%	?
O=C(Cn1c(=O)n(-c2ccccc2)c(=O)c2c3c(sc21)CCC3)c1ccc(Br)cc1	0%	1%	i	?	?	-8%	3%	13%	-27%
N#Cc1c(C(F)(F)F)cc(-c2ccco2)nc1SCc1ccccn1	5%	5%	-5%	?	?	14%	.	-9%	3%
CCOC(=O)Cc1ccc(NC(=O)n2ncc3cc(Cl)ccc32)cc1	10%	10%	-2%	?	-5%	23%	2%	4%	-8%
COC(=O)c1ccc(OCC2c3cc(OC)c(OC)cc3CCN2C(C)=O)cc1 (stereo unspecified)	5%[57.1 µM]	-18%	-1%	0%	0%	31%	12%	-2%	-5%
CCn1ccc2c(OCC(=O)NCc3ccccc3)cccc2c1=O	12%[57.1 µM]	-6%	-2%	-6%	-22%	-5%	-2%	2%	-9%
CCN(CC)CCCNC(=O)CCn1nc(-c2ccc(Cl)cc2)ccc1=O	4%[57.1 µM]	44%[activator]	7%	-1%	-14%	18%	-4%	1%	2%
Cc1ccccc1C(=O)NCC(=O)OC(C)C(=O)Nc1cccc(S(=O)(=O)N2CCOCC2)c1 (stereo unspecified)	7%	-11%	-1%	1%	-23%	37%	8%	-5%	-6%
O=C(N/C(=C/c1ccc(Br)cc1)C(=O)N1CCCC1=O)c1ccco1	-9%	0%	0%	-2%	-24%	2%	2%	-13%	-9%
O=c1cc(CSc2ccccn2)nc(N2CCN(c3ccccc3)CC2)[nH]1	15%	5%	-7%	-6%	0%	10%	-16%	34%	-30%
CC1Cc2cc(S(=O)(=O)N3CCC(C(=O)Nc4ccccn4)CC3)ccc2N1C(=O)C1CCC1 (stereo unspecified)	13%	-2%	-5%	3%	-11%	21%	7%	-51%	-16%
O=C(C[n+]1ccccc1)Nc1c(Cl)cc(Cl)cc1Cl	0%[57.1 µM]	1%	3%	8%	-18%	25%	5%	-49%	-8%
O=C(OCc1ccc(Cl)cc1Cl)c1cccnc1Cl	19%[57.1 µM]	3%	-8%	10%	-2%	344%[activator]	-14%	11%	194%[activator]
Cc1ccc(O)c(NC(=O)c2cc(-c3ccc(F)cc3)on2)c1	33%&15%	-7%&0%	-1%&4%	-3%&1%	-1%&-13%	10%&26%	6%&-4%	10%&-31%	4%&-2%
O=C(O)CN1C(=O)/C(=C\c2cccc(OCc3ccccc3)c2)SC1=S	-12%	18%	-8%	?	?	?	5%	?	?
COc1ccc2cnnc(SCC(=O)Nc3ccc(C(=O)O)cc3)c2c1OC	-12%	-1%	-6%	-13%	?	19%	-4%	-38%	-10%
O=S(=O)(NC(=S)c1ccccc1)c1ccc(F)cc1	-1%	1%	8%	-5%	0%	-5%	4%	-15%	-18%
CCCCCn1nnc2c(=O)oc3ccccc3c21	3%	5%	8%	1%	-3%	37%	-13%	4%	-7%
COc1ccccc1-n1cnc2cc(C(=O)NC3CCCC3)ccc21	23%	-2%	-1%	2%	-18%	14%	1%	31%	-5%

Exported field by field: part of the list above
> O=C(O)CN1C(=O)/C(=C\c2cccc(OCc3ccccc3)c2)SC1=S
- rTrxR1 inhibitor = -12%
- GLS inhibitor = 18%
- PGK inhibitor = -8%
- Pin1 inh = ?
- 12-LOX inh = ?
- HP1b chromo inh = ?
- ERG Ets-DNA blk = 5%
- RGS4 inh = ?
- JMJD2A Tudor inh = ?

> COc1ccc2cnnc(SCC(=O)Nc3ccc(C(=O)O)cc3)c2c1OC
- rTrxR1 inhibitor = -12%
- GLS inhibitor = -1%
- PGK inhibitor = -6%
- Pin1 inh = -13%
- 12-LOX inh = ?
- HP1b chromo inh = 19%
- ERG Ets-DNA blk = -4%
- RGS4 inh = -38%
- JMJD2A Tudor inh = -10%

> O=S(=O)(NC(=S)c1ccccc1)c1ccc(F)cc1
- rTrxR1 inhibitor = -1%
- GLS inhibitor = 1%
- PGK inhibitor = 8%
- Pin1 inh = -5%
- 12-LOX inh = 0%
- HP1b chromo inh = -5%
- ERG Ets-DNA blk = 4%
- RGS4 inh = -15%
- JMJD2A Tudor inh = -18%

> CCCCCn1nnc2c(=O)oc3ccccc3c21
- rTrxR1 inhibitor = 3%
- GLS inhibitor = 5%
- PGK inhibitor = 8%
- Pin1 inh = 1%
- 12-LOX inh = -3%
- HP1b chromo inh = 37%
- ERG Ets-DNA blk = -13%
- RGS4 inh = 4%
- JMJD2A Tudor inh = -7%

Next section.
SMILES	rTrxR1 inhibitor	GLS inhibitor	PGK inhibitor	Pin1 inh	12-LOX inh	HP1b chromo inh	ERG Ets-DNA blk	RGS4 inh	JMJD2A Tudor inh
CCOc1ccc(NC(=O)C(C)Oc2ccccc2C(=O)Nc2cccc(Cl)c2Cl)cc1 (stereo unspecified)	-3%	6%	1%	?	-24%	42%	-2%	6%	-3%
CC(C)(C)NC(=O)C(c1ccco1)N(C(=O)c1ccc(CN2CCOCC2)o1)c1ccccc1 (stereo unspecified)	10%	-4%	-9%	-10%	5%	8%	24%	-3%	-5%
COc1cccc(-c2csc(NC(C)=O)n2)c1	-2%	3%	0%	1%	?	-11%	-2%	-35%	-8%
O=[N+]([O-])c1cccc(/C=N/N=C\c2ccccc2)c1	18%	7%	-2%	-8%	18%	34%	-2%	-9%	-29%
O=C(Nc1cccc2ccccc12)c1ccc([N+](=O)[O-])cc1	24%[2.29 µM]	1%	-3%	-8%	-3%	17%	13%	-11%	4%
COC(=O)C1(C)NC(c2ccc(O)cc2)C2C(=O)N(c3ccc(C)cc3)C(=O)C21 (stereo unspecified)	14%	19%	-2%	-8%	12%	29%	-12%	-25%	-10%
CCCCNC(=S)Nc1ccc2cn[nH]c2c1	-26%	16%	4%	-8%	-4%	28%	-5%	-14%	-24%
Nc1ncnc2c1CCC2	26%	8%	-7%	-3%	-26%	5%	0%	23%	-6%
CCC(C)NC(=O)C1CCC(=O)N1CCc1ccccc1 (stereo unspecified)	12%[57.1 µM]	0%	i	-1%	-12%	12%	1%	-17%	-1%
CC(=O)COc1ccc2oc(=O)cc(-c3cc4ccccc4o3)c2c1	6%	-33%	-2%	-2%	-1%	25%	3%	-28%	-12%
CCOC(=O)c1c(COC(=O)c2ccco2)nc2ccccc2[n+]1[O-]	8%[57.1 µM]	-3%	i	-2%	0%	20%	-16%	-21%	-28%
Cc1ccc(NC2=NCCC2)cc1Cl	-2%[57.1 µM]	-3%	4%	-11%	-1%	17%	-3%	-20%	-6%
CCn1cc(C2=NOC(C(=O)O)C2)c(C)n1 (stereo unspecified)	12%	-2%	-3%	1%	-18%	14%	-8%	11%	-3%
O=C(C[C@H]1C/C=C/CC[C@@H](Cc2ccc(F)cc2)C(=O)OC[C@H](c2ccccc2)NC1=O)NCCO	35%[57.1 µM]	-1%	-3%	2%	-9%	25%	-7%	12%	-10%
COc1ccc(C(=O)NCC(=O)OCC(=O)c2cccc3ccccc23)cc1	-24%	.	.	1%	.	5%[57 µM]	.	-8%	7%[57.1 µM]
COc1cc(/C=C(/NC(=O)c2ccccc2)C(=O)N2CCN(C)CC2)c([N+](=O)[O-])cc1OC	6%	7%	.	0%	0%	46%[activator]	-8%	-18%	1%
O=C(CSc1nc2c(c(=O)n1-c1ccc(Cl)cc1)SCC2)Nc1ccc2c(c1)OCCO2	7%	1%	-1%	8%	4%	36%	1%	-2%	-20%
O=C(CCNS(=O)(=O)c1ccc(Br)cc1)N1CCCCCCC1	-4%	-9%	-4%	0%	-1%	36%	-1%	35%	-6%
Cc1ccccc1-n1c(-c2ccncc2)n[nH]c1=S	-6%	-4%	1%	-3%	-14%	21%	1%	-35%	14µM*
COc1ccc(NS(=O)(=O)c2ccc(N3CCOCC3)c(NC(=O)c3ccco3)c2)cc1	45%[activator][57.1 µM]	38%[activator]	i	4%	0%	15%	13%	-26%	-28%
COc1cc(OC)c2c(N)c(C#N)c(C(F)(F)C(F)(F)F)nc2c1	9%[57.1 µM]	-2%	0%	7%	-13%	28%	0%	6%	9%
CCOc1ccc(NC(=S)NNC(=O)c2cc(Br)ccc2Cl)cc1	-11%[57.1 µM]	?	-7%	-2%	14%	-16%	-6%	-4%	-29%

Source: PubChem (National Center for Advancing Translational Sciences (NCATS))
